# ELG1 repair inh: blocks ELG1-dependent DNA repair in HEK293T cells | HEK293T ELG1-luciferase reporter, luminescence, 16 h; DNA damage induced by 5-fluorouridine | Potency, µM (doses to about 46.1 µM), without a hit: top-dose activity change, negative = inhibition, actives largely listed as inhibitors | 2.3% of 330,000 active; note: potency is the fitted concentration of half-maximal effect; % is set by controls: 0 for no effect and ±100 for the full control effect; nearly all actives have a fitted effect of over 55% in size
#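 Overnight (16 hr) co-exposure of 2,000 cells/well to 5-fluorouridine and compound at 37 °C preceded detection. Luciferase was quantified via ONE-Glo luminescence; loss of signal denotes inhibition.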
# p53 reactivator: mutant p53 re-activation in reporter cells. H1299 p53-A138V BP100-luciferase reporter, luminescence, 24 h. Potency, µM (highest dose often 92.2 µM), for inactives: at the top dose activity change, positive = activation, most hits filed as activators. 0.063% of 320,000 active. AID 504706; note: potency is the fitted concentration of half-maximal effect; % of control where 0% means no effect; nearly all actives have a fitted effect of over 45% in size
#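 p53-null H1299 cells stably carrying temperature-sensitive p53-A138V and a BP100-luciferase reporter were pinned with compounds (4-point, 1:5 series) and held 24 hrs at 37 deg C. Luminescence was read 10 min after detection reagent.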
# AT treatment: candidate therapy for ataxia-telangiectasia; […] A-T fibroblasts, KAP-1 phosphorylation AlphaLISA; neocarzinostatin DNA damage 30 min before lysis; Potency, µM (titrated, usually from 57.5 µM), inactives show at the highest dose activation, actives largely listed as activators; 0.19% of 320,000 active; note: potency is the fitted concentration of half-maximal effect; % of control where 0% means no effect; nearly all actives have a fitted effect of over 45% in size
#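 ATM-like activity read as KAP-1 phosphorylation via AlphaLISA donor/acceptor antibody pairs after lysis and 6 hr at 25C. Cells were ATM-null patient fibroblasts ([…], hTERT), dosed 60 min, then exposed to the DSB inducer NCS for 30 min.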
# PTAP TSG101 blk: blocks PTAP/TSG101 interaction to inhibit HIV-1 budding; Q99816; Fluorescence polarization, FITC-PTAP peptide / Tsg101 binding; Potency, µM (titrated, usually from 115 µM), without a hit: at the top dose activity change, negative = inhibition, hits mostly inhibitors; 340,000 tested, under 10 active; active = well fitted inhibition curve with a large enough effect in the main read-out, with a control signal flat, not every such curve was filed as active; inconclusive = small, poorly fitted or top-dose-only effect, or effect the other way, or a change in a side signal; inactive = no such curve, though single readings can be large or run the other way; note: potency is the fitted concentration of half-maximal effect; % of control where 0% means no effect
#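 Fluorescence polarization binding of Tsg101 binding domain (10 uM final) to FITC-labeled PTAP peptide (50 nM final) in HEPES pH 7.5 buffer with NaCl, Tween 20, EDTA, TCEP. Compounds added before peptide; binding 20 min at RT.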
# TCR activator: activates T cell receptor signaling | primary human leukocytes, anti-CD3, IL-2 HTRF, 48 h | Potency, µM (top dose mostly 9.22 µM), inactives show top-dose activation of IL-2 secretion, actives largely listed as activators | 330,000 tested, under 10 active | AID 504894; note: % of control where 0% means no effect
#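 IL-2 release read by HTRF sandwich (Eu cryptate donor, d2 acceptor, 665 nm emission) after 48 hr exposure of primary human leukocytes to compound together with anti-CD3 beads in the absence of co-stimulatory signals.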
# CXXC DNA block: MLL CXXC-DNA interaction inhibition; MLL-CXXC / FITC-HOXA9 DNA fluorescence polarization; 0.037% of 290,000 active; AID 2662; Potency, µM (titrated, usually from 115 µM), without a hit: at the top dose activity change, negative = inhibition, most hits filed as inhibitors; Q03164; active = well fitted inhibition curve with a large enough effect in the polarisation, with a control signal flat, not every such curve was filed as active; inconclusive = small, poorly fitted or top-dose-only effect, or effect the other way, or a change in a side signal; inactive = no such curve, though single readings can be large or run the other way; the % refers to the polarisation; note: potency is the fitted concentration of half-maximal effect
#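 Steps: dispense CXXC domain solution (7 uM) → pin compounds or unlabeled HOX-A9 DNA control → 5 min ambient → add FLSN-HOX-A9 solution (50 nM) → spin → 30 min ambient → fluorescence polarization. Tris pH 7.5/NaCl/DTT/BSA buffer.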
# BRCA1 expr up: BRCA1 expression activation | MCF7-BRCA1-FFLuc reporter, luminescence, 48 h; response scale: scaled: vehicle 0%, 10 µM genistein 100% | 1.1% of 380,000 active | Potency, µM (highest dose often 46.1 µM), inactives show at the highest dose activation, usual class: activators | AID 624202; note: potency is the fitted concentration of half-maximal effect; nearly all actives have a fitted effect of over 80% in size; some results filed as inactive show a strong effect at the top dose
#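 MCF7-BRCA1-FFLuc cells, 2000/well in phenol-red-free MEM, attached 2 h then treated 48 h at 37 C. Luciferase luminescence read 15 min after reagent; normalized to genistein maximum activation (10microM) and DMSO, concentration-response fitted.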
# TRPV1 agonist: activates the human vanilloid receptor TRPV1; TRPV1-expressing cells, Fluo-8 calcium influx, agonist mode; activation, % at 8.33 µM; AID 540275; Q8NER1; 0.19% of 320,000 active; in the data active = activation above about 80%; inconclusive = between about 30% and that limit; note: 0% is about no effect
# Target sequence (Q8NER1 whole entry, looked up): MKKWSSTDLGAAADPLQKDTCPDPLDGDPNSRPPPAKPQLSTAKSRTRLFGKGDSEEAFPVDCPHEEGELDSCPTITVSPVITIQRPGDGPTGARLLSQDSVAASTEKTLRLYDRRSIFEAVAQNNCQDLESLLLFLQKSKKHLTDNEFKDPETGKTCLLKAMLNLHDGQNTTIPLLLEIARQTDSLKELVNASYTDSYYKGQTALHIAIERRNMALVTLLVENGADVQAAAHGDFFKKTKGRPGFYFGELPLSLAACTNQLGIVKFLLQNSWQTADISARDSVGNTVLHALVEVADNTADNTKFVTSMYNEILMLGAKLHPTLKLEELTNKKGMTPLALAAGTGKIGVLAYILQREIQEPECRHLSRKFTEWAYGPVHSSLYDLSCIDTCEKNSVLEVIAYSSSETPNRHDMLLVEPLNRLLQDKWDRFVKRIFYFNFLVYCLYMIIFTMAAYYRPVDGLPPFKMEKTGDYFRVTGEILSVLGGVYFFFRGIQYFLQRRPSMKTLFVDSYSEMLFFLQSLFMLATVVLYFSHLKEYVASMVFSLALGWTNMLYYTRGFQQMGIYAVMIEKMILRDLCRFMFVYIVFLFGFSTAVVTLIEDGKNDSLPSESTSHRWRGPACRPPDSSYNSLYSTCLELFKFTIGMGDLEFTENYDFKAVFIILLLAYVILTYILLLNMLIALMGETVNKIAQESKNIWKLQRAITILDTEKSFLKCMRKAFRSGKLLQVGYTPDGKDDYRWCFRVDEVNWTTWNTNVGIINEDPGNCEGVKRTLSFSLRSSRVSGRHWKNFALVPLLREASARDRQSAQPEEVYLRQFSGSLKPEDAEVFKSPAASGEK
#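 TRPV1-expressing cells were cultured overnight at 35.5C and loaded with Fluo-8 calcium dye for 40 to 90 min at room temperature. After a 10 s baseline, compound was added and calcium influx was read kinetically for 3 min (ex 480/em 520 nm).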
# B2AR arrestin: recruits beta-arrestin to the human beta2-adrenergic receptor | beta-arrestin recruitment to beta2AR, cell-based reporter | Potency, µM (doses to about 46.1 µM), for inactives: top-dose activation, hits mostly activators | 0.02% of 330,000 active | AID 492947;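 note: potency is the fitted concentration of half-maximal effect; 0% = DMSO controls and full agonism = EC100 isoproterenol or metaproterenol; nearly all actives have a fitted effect of over 65% in size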
# a7 integrin act: integrin-mediated muscular dystrophy alleviation activation | alpha7betagal myoblasts, beta-gal FDG fluorescence, 48 h | 0.064% of 350,000 active | AID 624291 | Potency, µM (top dose mostly 38.3 µM), without a hit: at the highest dose activation, hits mostly activators;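 note: potency is the fitted concentration of half-maximal effect; 100% = response of the positive control SU9516; nearly all actives have a fitted effect of over 60% in size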
#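 Alpha7betagal+/- myoblasts (passage 13) were plated 16-24 hr, then exposed to compounds (1:260 dilution of DMSO stock) for 48 hours at 37C. After MPER lysis, β-galactosidase reporter activity was read as FDG fluorescence (ex 480/em 540) after 30 minutes.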
# Active calls of the source: *; ? = inconclusive; . = not tested or not shown; [ ] = dose if it differs, or a comment. Unless noted, calls come from the whole dose curve; as a rule, active = well fitted curve in the direction sought with a large enough effect; inconclusive = small, poorly fitted or top-dose-only effect, or another doubt; inactive = no such curve, though single readings can be large; an effect the other way counts as inactive or inconclusive. Not a hit list (roughly 3.8% active in at least one column).
nr	compound	ELG1 repair inh	p53 reactivator	AT treatment	PTAP TSG101 blk	TCR activator	CXXC DNA block	BRCA1 expr up	TRPV1 agonist	B2AR arrestin	a7 integrin act
1	O=C(O)C1CCCN1c1nc(C(F)(F)F)nc2ccccc12 (stereo not given)	1%	-1%	1%	0%	.	-15%	-20%	2	-0.1%	-12%
2	COc1ccccc1C1CC(c2ccccc2)=NN1C(=S)Nc1ccccc1 (stereo not given)	-4%	2%	0%	-2%	9%	22%	-36%	-2	0.0%	-19%
3	CN(C)CC#CCOC(c1ccccc1)c1ccccc1	-1%	1%	0%	0%	4%	1%	-10%	12	-0.7%	-2%
4	O=C(Nn1cc(C(=O)Nc2ccccc2F)c2ccccc2c1=O)c1cnccn1	?	-2%	0%	-4%	.	4%	-33%	-1	-0.1%	0%
5	CCCCC(c1nnnn1C1CCCC1)N1CCN(C2CCCCC2)CC1 (stereo not given)	0%	-1%	-2%	-9%	-1%	-1%	-39%	4	-0.3%	-3%
6	COc1ccc(NC(=S)NC(NC(=O)c2cccc(C)c2)C(Cl)(Cl)Cl)c([N+](=O)[O-])c1 (stereo not given)	?	7%	.	-1%	1%[46.1 µM]	-5%	-51%	-2	-0.1%	-29%
7	CC(C)CNC(=O)c1ccccc1-c1ccccc1C(=O)O	1%	-1%	-1%	1%	.	9%	22%	-2	0.1%	0%
8	O=C(Cc1ccc(F)cc1)N1CCOCC1	5%	.	2%	1%	.	5%	15%	3	-0.4%	11%
9	Cc1ccc(S(=O)(=O)Nc2ccc3c(c2)C(=O)NC3=O)cc1[N+](=O)[O-]	0%	7%	-2%	-2%	-1%	2%	0%	-1	-0.4%	-1%
10	Cc1cc(C)nc(/N=C(\N)Nc2ccc(CC(=O)OC(C)C)cc2)n1	-3%	.	2%	-1%	0%	-7%	-65%	1	0.0%	-24%
11	CC[C@@H](C)CN1C(=O)N[C@@H](CCc2ccccc2)C(C(C)=O)=C1C	13%	-3%	6%	-7%	5%	4%	14%	-3	-1.3%	5%
12	COc1ccc(NC(=O)CSc2nnc(N)s2)c([N+](=O)[O-])c1	-9%	4%	-2%	-2%	.	2%	30%	0	-0.1%	11%
13	COCc1cc(C)nc2sc(C(=O)NN)c(-n3cccc3)c12	-29%	8%	-7%	-4%	-4%	-3%	-26%	-5	0.1%	14%
14	CCCOc1ccc(-c2csc3nc[nH]c(=O)c23)cc1	?	-3%	6%	-4%	-5%	1%	39%	0	0.0%	-6%
15	COc1cc2[nH]c(=O)n(CCCCCC(=O)N3CC=C(c4ccccc4)CC3)c(=O)c2cc1OC	8.2µM*	-2%	.	1%	2%	-19%	-59%	-2	0.3%	-32%
16	COc1ccc(C(=O)NNC(=O)Cc2coc3cc(OC)ccc23)cc1	-1%	12%	12%	0%	0%	.	-7%	.	-0.3%	-16%
17	COc1ccc(C(=O)N2CCCCCC2)cc1OC1CCN(C(C)=O)CC1	-4%	7%	6%	.	-3%	-2%	-7%	-1	0.1%	-3%
18	CC(=O)Nc1ccc(S(=O)(=O)NC2=C(N3CCN(C)CC3)C(=O)c3ccccc3C2=O)cc1	18µM*	5%	-8%	-4%	2%	5%	-32%	3	-0.3%	1%
19	CCc1nnc(NC(=O)c2cc(-c3ccc(C)o3)nc3ccccc23)s1	-26%	?	0%	-2%	2%	.	-24%	3	0.8%	19%
20	Cc1nn(C)cc1C(C(=O)NC1CCCCC1)N(C(=O)Cc1cccs1)c1ccc(F)cc1 (stereo not given)	2%	0%	-5%	-3%	-2%[46.1 µM]	6%	7%	2	4.2%	?
21	COc1ccc2c(c1OC)C(=O)N(c1cccc(C(F)(F)F)c1)C2	?	?	1%	-10%	.	5%	2.8µM*	23	0.3%	23%
22	CC(C)(C)c1csc(NC(=O)CSC2=NCCS2)n1	8%	4%	8%	1%	1%	38%[activator]	-5%	?	-0.5%	-24%
23	O=C(NCc1ccccc1Cl)C(=O)c1c[nH]c2ccccc12	3%	1%	2%	-3%	4%	2%	55%	-3	3.8%	0%
24	CC(=O)Nc1ccc(OCC(O)CNC2CCCC2)cc1 (stereo not given)	-7%	1%	0%	-2%	-1%	-4%	-4%	-3	-0.5%	11%
25	CC(C)(CC(=O)O)CC(=O)Nc1cc(C(F)(F)F)cc(C(F)(F)F)c1	-29%	-6%	0%	-6%	19%	-1%	-1%	1	0.0%	17%
26	CCCC(=O)NC(=S)Nc1cccc2c(O)cccc12	6%	-4%	0%	-2%	-2%	-14%	0%	-1	-0.2%	-28%
27	COc1ccc(C(=O)NN=C2CCCC2)cc1	13%	7%	2%	-4%	-59%	4%	11%	-3	0.2%	9%
28	CNC(=O)CCn1nc(-c2ccc(Cl)cc2)c2ccccc2c1=O	-3%	-7%	7%	-2%	-1%	-7%	0%	1	0.0%	-15%
29	N#Cc1c(-c2ccc(Cl)cc2)ccnc1N1CCOCC1	?	2%	6%	-1%	-1%	-5%	?	20	-0.3%	6%
30	COc1cccc(NC(=O)CN(C)C(=O)c2cc(S(=O)(=O)NCc3ccccc3)ccc2C)c1	-26%	.	1%	.	-3%	17%	-10%	2	0.2%	17%
31	COc1ccc(CCNC(=O)c2cc3c(=O)n4ccccc4nc3n(CCN3CCOCC3)c2=N)cc1	?	-5%	0%	0%	-3%	13%	8%	-2	-1.1%	-21%
32	COC(=O)Cc1ccc(NC(=O)c2ccc(NC(=O)c3ccco3)cc2)cc1	-8%	-5%	0%	1%	-4%	9%	6%	5	0.0%	11%
33	Cc1cc2c(cc1C)/C(=N/NC(=O)c1ccccn1)CCC2	?	5%	1%	-2%	0%	-7%	5%	.	-0.3%	7%
34	CCn1ncc([N+](=O)[O-])c1C(=O)N1CCCC1	?	8%	-1%	-1%	4%	-3%	31%	1	-0.1%	19%
35	Cc1sc(NC(=O)c2ccc(OCC(C)C)cc2)c(C(N)=O)c1-c1ccc(Cl)cc1Cl	-15%	1%	8%	0%	0%	-1%	-43%	-2	0.0%	20%
36	COc1ccc(OC)c(C(c2nnnn2C(C)(C)C)N2CCc3ccccc3C2)c1 (stereo not given)	-9%	1%	16%	-3%	2%	4%	-67%	.	-0.9%	-37%
37	CC(C)OCCCn1c(=S)[nH]c2cc3c(cc2c1=O)OCO3	0%	10%	-4%	-6%	-8%	-8%	0%	?	0.1%	-7%
38	O=C1CSC(=S)N1c1ccc(F)cc1	-13%	2%	5%	.	.	-7%	.	1	0.6%	.
39	O=C(O)CC1(CC(=O)Nc2cc(F)ccc2Cl)CCCCC1	14%	-1%	-1%	-3%	3%	0%	-6%	0	-0.6%	?
40	O=C(/C=C/c1cccs1)NCc1ccc2c(c1)OCO2	?	4%	17%	0%	-4%	-11%	67%	6	0.4%	5%
41	C=CCN(CC(=O)NCc1ccc(OC)cc1)C(=O)c1csnn1	12%	0%	4%	0%	3%	5%	-35%	1	-0.4%	-1%
42	COc1ccc(Nc2cc(C(=O)NCCCN3CCN(C)CC3)c3ccccc3n2)c(OC)c1	18%	-6%	5%	0%	0%	11%	15%	-3	0.1%	-41%
43	C/C(=N\NC(=O)c1cc(C)nc2ccccc12)c1ccc([N+](=O)[O-])cc1	?	-8%	4%	-6%	-6%	-3%	0%	-4	0.2%	-8%
44	Nc1nc(CC(=O)CSc2ccc(Cl)cc2)nc(Nc2ccc(F)cc2)n1	2%	4%	3%	.	15%[46.1 µM]	5%	.	2	0.0%	.
45	CN(CC1CCCO1)S(=O)(=O)c1ccc(C(=O)Nc2nc3cc4c(cc3s2)OCO4)cc1 (stereo not given)	2.6µM*	16%	6%	1%	-7%	.	-34%	-6	0.1%	16%
46	C=CCOc1ccc(C2/C(=C(/O)c3ccc4c(c3)CC(C)O4)C(=O)C(=O)N2CCCN2CCOCC2)cc1 (stereo not given)	0%	-5%	5%	-3%	0%	-2%	-12%	-1	-0.3%	-18%
47	COc1ccc(/C(O)=C2/C(=O)C(=O)N(CCN3CCNCC3)C2c2cccc([N+](=O)[O-])c2)cc1 (stereo not given)	2%	0%	6%	0%	.	-11%	3%	0	-0.6%	-29%

# Quoted at random: 3 compounds from above, in no set order.
nr	compound	ELG1 repair inh	p53 reactivator	AT treatment	PTAP TSG101 blk	TCR activator	CXXC DNA block	BRCA1 expr up	TRPV1 agonist	B2AR arrestin	a7 integrin act
32	COC(=O)Cc1ccc(NC(=O)c2ccc(NC(=O)c3ccco3)cc2)cc1	-8%	-5%	0%	1%	-4%	9%	6%	5	0.0%	11%
38	O=C1CSC(=S)N1c1ccc(F)cc1	-13%	2%	5%	.	.	-7%	.	1	0.6%	.
29	N#Cc1c(-c2ccc(Cl)cc2)ccnc1N1CCOCC1	?	2%	6%	-1%	-1%	-5%	?	20	-0.3%	6%

# Screening results from PubChem.
